Bioassay records as filed in PubChem.
LYPLA2 counter: blocks human lysophospholipase 2, a PME1 counter-screen | hit rate 0.38% among 320,000 | inhibition, % at 5.9 µM | recombinant LYPLA2, FP-Rh probe fluorescence polarization | O95372;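 active = inhibition above the screen-wide mean plus 3 SD, limit set per campaign, cut at about 26% in these data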;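 also: 0% = LYPLA2 with DMSO and 100% = wells lacking LYPLA2 enzyme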
PAFAH2 inh: PAFAH2 (human) inhibition | hit rate 0.99% among 340,000 | inhibition, % at 3.39 µM | recombinant PAFAH2, FP-rhodamine activity probe, fluorescence polarization | AID 492956;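 active = inhibition above the mean over all tested compounds plus 3 SD, cut at about 30% in these data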;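 also: inhibitors block probe labeling of enzyme so polarization drops; 0% = enzyme with DMSO and 100% = wells lacking PAFAH2 protein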
GSTO1 inh: GSTO1 inhibition, counter-screen for RBBP9 inhibitors; P78417; recombinant GSTO1, activity-based probe fluorescence polarization; inhibition, % at 5.96 µM; hit rate 1.1% among 300,000;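 active = inhibition above the campaign mean inhibition plus 3 SD, cut at about 35% in these data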;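 also: 0% = GSTO1-1 with DMSO and 100% = wells lacking GSTO1-1 enzyme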
PAD4 inh: blocks human protein arginine deiminase 4. Q9UM07. recombinant PAD4, RCA probe fluorescence polarization. inhibition, % at 6.36 µM. hit rate 0.41% among 330,000. AID 485272;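 active = percent inhibition above a cutoff equal to the mean of all tested compounds plus 3 SD, cut at about 15% in these data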;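 also: 0% = PAD4 with RCA probe and DMSO and 100% = probe without PAD4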
Target sequence (Q9UM07 whole entry, looked up): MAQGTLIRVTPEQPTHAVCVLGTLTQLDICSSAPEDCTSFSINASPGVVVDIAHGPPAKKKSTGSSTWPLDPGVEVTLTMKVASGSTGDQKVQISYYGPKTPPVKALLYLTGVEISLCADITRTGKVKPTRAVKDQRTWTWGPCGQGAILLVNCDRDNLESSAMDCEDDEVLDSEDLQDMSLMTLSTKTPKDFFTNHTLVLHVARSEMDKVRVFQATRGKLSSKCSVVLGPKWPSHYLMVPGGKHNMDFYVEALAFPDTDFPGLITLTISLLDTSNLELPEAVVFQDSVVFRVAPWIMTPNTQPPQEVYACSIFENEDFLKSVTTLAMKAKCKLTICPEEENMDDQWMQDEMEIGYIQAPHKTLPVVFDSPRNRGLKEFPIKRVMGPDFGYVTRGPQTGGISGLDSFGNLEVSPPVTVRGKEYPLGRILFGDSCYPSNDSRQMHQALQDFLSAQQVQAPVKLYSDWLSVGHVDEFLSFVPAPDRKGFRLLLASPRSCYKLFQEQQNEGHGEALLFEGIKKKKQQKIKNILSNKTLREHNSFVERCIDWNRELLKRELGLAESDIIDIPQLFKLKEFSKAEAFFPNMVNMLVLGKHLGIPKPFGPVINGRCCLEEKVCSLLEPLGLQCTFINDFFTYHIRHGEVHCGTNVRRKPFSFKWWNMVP
LYPLA1 counter: LYPLA1 (human) inhibition in PME1 counter-screen; O75608; recombinant LYPLA1, FP-Rh probe fluorescence polarization; inhibition, % at 5.9 µM; hit rate 0.16% among 320,000; AID 2174;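 active = inhibition above the mean of all tested compounds plus 3 SD, set per campaign, cut at about 14% in these data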;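 also: inhibitors block serine hydrolase probe labeling of LYPLA1 so polarization falls; 0% = enzyme with DMSO and 100% = wells lacking LYPLA1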
Target sequence (O75608 whole entry, looked up): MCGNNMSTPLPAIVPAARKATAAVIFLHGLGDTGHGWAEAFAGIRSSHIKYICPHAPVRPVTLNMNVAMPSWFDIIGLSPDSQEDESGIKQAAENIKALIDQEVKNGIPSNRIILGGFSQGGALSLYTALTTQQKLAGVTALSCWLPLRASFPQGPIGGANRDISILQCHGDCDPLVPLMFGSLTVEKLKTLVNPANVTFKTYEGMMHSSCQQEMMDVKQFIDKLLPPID
PREPL inhibitor: inhibits the human prolyl oligopeptidase-like enzyme; AID 2751; Q4J6C6; inhibition, % at 5.96 µM; recombinant PREPL, fluorescence polarization activity-based probe; hit rate 0.68% among 320,000; in the data active = inhibition above about 43%;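 also: 0% = enzyme with DMSO and 100% = wells lacking enzyme; many of its hits are not listed in these tables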
EBNA-1 inhibitor: blocks EBNA-1 binding to DNA | EBNA-1 DNA binding, fluorescence polarization | inhibition, % at 14.8 µM | hit rate 0.34% among 300,000; in the data active = inhibition above about 28%
PAFAH1B3 inh: blocks human PAF acetylhydrolase 1B catalytic subunit 3; recombinant PAFAH1B3, FP-rhodamine probe, fluorescence polarization; inhibition, % at 3.39 µM; hit rate 0.28% among 340,000;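 active = inhibition above the screen-wide average of all tested compounds plus 3 SD, cut at about 25% in these data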;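 also: 0% = enzyme with DMSO only and 100% = wells lacking PAFAH1B3 protein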
ZTA counter: blocks Epstein-Barr virus ZTA, an EBNA-1 counter-screen | P03206 | AID 2234 | inhibition, % at 11 µM | hit rate 0.15% among 320,000 | ZTA-DNA binding, fluorescence polarization; in the data active = inhibition above about 33%
* hit, by the source's call; . = not tested or not shown. Some of the compounds tested; count on the stated rates, not on these rows.

nr	Molecule	LYPLA2 counter	PAFAH2 inh	GSTO1 inh	PAD4 inh	LYPLA1 counter	PREPL inhibitor	EBNA-1 inhibitor	PAFAH1B3 inh	ZTA counter
1	O=C(CSc1ccc(C(F)(F)F)cc1[N+](=O)[O-])Nc1ccccc1	-7	-1	12	-9	-4	16	-6	4	-6
2	CCOCCCNC(=O)c1ccccc1OC1CCN(S(C)(=O)=O)CC1	-8	6	11	-5	0	18	-11	4	0
3	CN1CCN(C(=O)c2cc3cc(Cl)ccc3[nH]2)CC1	4	-3	1	3	2	7	9	9	-1
4	CC(C)C(=O)Nc1sc2c(c1C(N)=O)CCN(Cc1ccccc1)C2	4	2	-3	-1	1	-3	1	3	17
5	O=C(c1cn(-c2ccccc2)nc1-c1ccc(Cl)s1)N1CCOCC1	1	-3	-3	-2	-1	14	-17	0	-14
6	Cc1ccc2cccc(Oc3cnccn3)c2n1	2	5	6	-4	2	1	2	2	8
7	O=C1C=C(c2cccc3c2sc2ccccc23)C[C@@H](c2ccc(Cl)cc2)C1	0	-1	.	-2	1	-12	.	1	-4
8	COc1cccc(CNC(=O)CCCC(=O)NC(C)CCc2ccccc2)c1 (stereo not drawn)	-6	2	6	-2	-3	9	-9	-3	-6
9	CCOc1cc2c(cc1C=O)OC(C)C2 (stereo not drawn)	-2	3	4	-3	-1	16	6	3	1
10	CC1CCN(S(=O)(=O)c2cccc(C(=O)N(C)C3(C)CCS(=O)(=O)C3)c2)CC1 (stereo not drawn)	7	2	1	1	-1	-2	-16	0	-10
11	Cc1cc(C)c2c(n1)sc1c(-c3ccccc3)c(C#N)c(N)nc12	-5	-6	1	-3	2	-3	-18	-2	-8
12	CC(C)n1nnnc1-c1ccc(Cl)cc1	-4	4	-3	-4	-2	-9	-8	-2	0
13	COc1cc(S(=O)(=O)N2CCOCC2)ccc1NC(=O)COc1ccc(N(C)S(=O)(=O)c2ccc(C)cc2)cc1	-2	-7	-30	1	-8	-5	-1	-4	7
14	Nc1nc(CSc2nnnn2-c2ccc(F)c(Cl)c2)nc(N2CCOCC2)n1	-6	-2	2	1	0	5	-7	-3	9
15	O=C(c1cccnc1)c1cccnc1	-2	-12	3	3	2	0	13	1	7
16	CC(C)(C)C(=O)/C=C/Nc1ccccc1O	2	-4	4	-6	-1	2	13	8	14
17	CC1(c2ccc(Cl)cc2Cl)OCC(Cn2ccnc2)O1 (stereo not drawn)	4	-4	-7	0	-3	0	0	1	3
18	CSc1nc(N)nc2c1ncn2CC(=O)NCCCN1CCCC1=O	.	4	.	1	.	8	.	5	.
19	O=C(Nc1ccccc1)c1cc(S(=O)(=O)N2CCOCC2)cs1	5	6	7	0	0	25	12	4	6
20	Cc1ccc(CNC(=O)COC(=O)c2ccc(S(=O)(=O)N(C)C)cc2)cc1	-2	10	-4	-2	0	9	-5	-2	-17
21	COc1ccc(-c2c(-c3cc(OC)cc(OC)c3)n(C)c3ccc(-c4ccc(OC)c(F)c4)cc23)cc1	.	2	.	-3	.	2	.	6	.
22	C=CCNC(=O)/C(=C\c1ccco1)NC(=O)c1ccco1	4	2	0	1	1	2	12	4	6
23	Cc1c(N=Cc2nc3ccccc3[nH]2)c(=O)n(-c2ccccc2)n1C	5	3	-1	-4	3	-5	-12	-1	13
24	Cc1ccc(NC(=O)COC(=O)c2cccc3c2C(=O)c2ccccc2C3=O)c(C)c1	-1	10	2	5	-2	26	0	5	7

Next section
Order of results – LYPLA2 counter, PAFAH2 inh, GSTO1 inh, PAD4 inh, LYPLA1 counter, PREPL inhibitor, EBNA-1 inhibitor, PAFAH1B3 inh, ZTA counter
25. CCCc1cc(-c2n[nH]c(=S)n2C(C)c2ccccc2)cs1 (stereo not drawn)
 : -4, 3, 2, 1, 0, 3, 3, 13, 26
26. Nc1c(N(CCCO)C(=O)C2CCCCC2)c(=O)[nH]c(=O)n1Cc1ccccc1
 : ., -1, ., -4, ., 27, ., 3, .
27. Cc1cc(Cl)ccc1OCC(=O)NCCCn1ccnc1
 : 9, 6, 2, 0, -1, 3, 1, 5, -9
28. CCOC(=O)N1CCC(N2CCCC(C(=O)c3cc(C)c(OC)c(C)c3)C2)CC1 (stereo not drawn)
 : 2, 5, 0, -4, -2, 2, 3, 4, 0
29. CC(C)CC(NC(=O)OC(C)(C)C)c1cn([C@@H](CCCCNC(=O)OC(C)(C)C)C(=O)N2CCN(C(=O)OC(C)(C)C)CC2)nn1 (stereo partly drawn)
 : 2, -3, 2, 1, 0, 8, 8, 13, 3
30. Cc1ccc(Cc2cc(-c3ccc(C)cc3)n[nH]c2=O)cc1
 : 3, ., 11, 1, 0, -63, 5, ., -11
31. Cc1ccc(OCC(O)CNS(=O)(=O)c2ccccc2C(=O)N2CCCCC2)cc1 (stereo not drawn)
 : 2, -1, 3, 4, 3, -1, -4, 2, -3
32. Cc1ccc(OCCCCNC(C)(C)C)c([N+](=O)[O-])c1
 : 0, 1, -4, 5, -3, 1, -2, 12, -5
33. COc1ccc(C2C3=C(CCCC3=O)Nc3nc(SCc4ccccc4)nn32)cc1OC (stereo not drawn)
 : 12, 9, 2, 5, -4, -3, -2, 3, -21
34. O=C(N/N=C/c1ccc(F)c(F)c1)c1cccc(S(=O)(=O)N2CCCCC2)c1
 : -2, -8, ., 5, 1, 10, ., 2, 4
35. CCOC(=O)c1ccc(NC(=O)CCc2ccc(CC)o2)cc1
 : 0, -8, -1, -5, 1, 7, 11, 0, -2
36. O=C(Nc1ccc(Cl)cc1C(=O)NCc1cccnc1)c1ccc(Cl)cc1Cl
 : -3, 0, -4, -8, 1, 23, -4, 2, 3
37. CCOc1nc2cnccc2n(CC(=O)Nc2cccc(C)c2C)c1=O
 : -5, -10, -2, 3, 1, -1, -6, 3, -12
38. Cc1nn(C)c(Cl)c1CN1CCN(C2CCCC2)C(CCO)C1 (stereo not drawn)
 : 2, 3, 19, 2, -2, 17, 11, 6, -4
39. CCn1cnnc1SCC(=O)c1c(N)n(C2CC2)c(=O)[nH]c1=O
 : -7, 1, ., -2, -4, -5, ., 2, -7
40. Cc1cccc(OCC(=O)NNC(=O)CCN2CCN(c3ccccc3)CC2)c1C
 : ., 8, ., -2, ., 13, ., 6, .
41. COc1cc(C(=O)NNC(=O)CN2C(=O)NC(C)(c3ccc(C)cc3)C2=O)cc(OC)c1OC (stereo not drawn)
 : 3, -7, ., 0, -2, 2, ., 2, 0
42. O=C(Cn1cnc2cc([N+](=O)[O-])ccc2c1=O)Nc1ccccc1-c1ccccc1
 : -3, -1, -4, 0, -3, 14, -15, 11, -13
43. COc1cc(OC)cc(C(=O)Nc2c(C)nn(-c3ccccc3)c2C)c1
 : -4, 4, -5, 0, -1, 1, -7, 2, 5
44. Cc1c(C(=O)Nc2ccc3c(c2)OCO3)sc2nc(-c3ccccc3)cn12
 : 1, 0, 1, 1, -1, 8, 21, 0, -9
45. Cn1nnnc1SCC(=O)Nc1ccc(Cl)cn1
 : 6, 1, 11, -2, 3, 5, -4, 14, 15
46. CCN(CC)S(=O)(=O)c1csc(C(=O)NC2CCCCC2)c1
 : 4, -1, -1, -4, 2, 13, -13, 0, -3
47. Cc1cccc(-c2ncc(CN3CCCC(CO)(Cc4cccc(Cl)c4)C3)cn2)c1 (stereo not drawn)
 : -12, 2, -16, 1, -6, -3, -10, 4, -12
48. Cc1cc(Cl)ccc1OCC(=O)NCCCCc1ccccc1
 : 8, 6, 4, 2, 1, -61, -8, 7, 1
49. O=C(O)CSCC(=O)NCc1csc2ccc(Cl)cc12
 : -3, ., 3, 5, -3, 17, 3, ., -3
50. Cc1nc2ccc(NC(=O)c3cccs3)cc2s1
 : 6, -2, -1, -2, 5, 1, 0, 17, -4
51. Cc1ccsc1-c1nc(CN(C)C(C2CC2)C2CC2)c(C)o1
 : 2, 5, 5, -8, 2, 11, -2, 6, 1
52. O=C(Nc1cc2c(cc1Br)OCCO2)c1cccs1
 : 0, 0, 2, 1, -2, 3, -7, -3, -5
53. CC(C)(C)C(=O)Nc1nnc(SCC(=O)NCc2cccs2)s1
 : 2, -10, 5, -1, -2, 1, -3, -5, -21
54. CCOc1ccccc1N1CCN(C(=O)c2cc3c(C)cc(C)cc3[nH]2)CC1
 : -7, 3, -2, -1, -3, 13, -3, -3, 5
55. COc1cc(OC)cc(C(=O)Nc2cccc(N3CCCC3)c2)c1
 : 1, -6, 9, -4, -4, 22, -2, 0, 4

Among those listed so far, these have an aryl thioether with sulfur outside any ring.
Order of results – LYPLA2 counter, PAFAH2 inh, GSTO1 inh, PAD4 inh, LYPLA1 counter, PREPL inhibitor, EBNA-1 inhibitor, PAFAH1B3 inh, ZTA counter
1. O=C(CSc1ccc(C(F)(F)F)cc1[N+](=O)[O-])Nc1ccccc1
 : -7, -1, 12, -9, -4, 16, -6, 4, -6
14. Nc1nc(CSc2nnnn2-c2ccc(F)c(Cl)c2)nc(N2CCOCC2)n1
 : -6, -2, 2, 1, 0, 5, -7, -3, 9
18. CSc1nc(N)nc2c1ncn2CC(=O)NCCCN1CCCC1=O
 : ., 4, ., 1, ., 8, ., 5, .
33. COc1ccc(C2C3=C(CCCC3=O)Nc3nc(SCc4ccccc4)nn32)cc1OC (stereo not drawn)
 : 12, 9, 2, 5, -4, -3, -2, 3, -21
39. CCn1cnnc1SCC(=O)c1c(N)n(C2CC2)c(=O)[nH]c1=O
 : -7, 1, ., -2, -4, -5, ., 2, -7
45. Cn1nnnc1SCC(=O)Nc1ccc(Cl)cn1
 : 6, 1, 11, -2, 3, 5, -4, 14, 15
53. CC(C)(C)C(=O)Nc1nnc(SCC(=O)NCc2cccs2)s1
 : 2, -10, 5, -1, -2, 1, -3, -5, -21
